TROY NFkB inh: inhibitors of TROY-driven NF-kB signaling, primary screen, Q293 LMP1-TROYcd cells, NF-kB luciferase, uHTS. Q293 LMP1-TROYcd NF-kB luciferase reporter, 4 h. inhibition, % at 10 µM. 360,000 tested, 0.98% active;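 active = compounds whose plate-normalised and pattern-corrected inhibition of the luciferase reporter signal at the single screening dose is 50% or more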
LRH-1 inv ag: LRH-1 (NR5A2) inverse agonists, primary screen, cell-based, luminescence, HEK293T, StAR-luciferase reporter | Nuclear receptor subfamily 5 group A member 2 (Homo sapiens), O00482 | inhibition, % at 3.6 µM | AID 602396, 2012 | 360,000 tested, 0.13% active | LRH-1 transfected, 24 h;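 active = inhibition above the mean inhibition of all tested compounds plus 3 SD, cut at about 73% in these data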;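 also: 0% = DMSO wells and 100% = reporter-only cells lacking LRH-1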
Target sequence (O00482 whole entry, looked up): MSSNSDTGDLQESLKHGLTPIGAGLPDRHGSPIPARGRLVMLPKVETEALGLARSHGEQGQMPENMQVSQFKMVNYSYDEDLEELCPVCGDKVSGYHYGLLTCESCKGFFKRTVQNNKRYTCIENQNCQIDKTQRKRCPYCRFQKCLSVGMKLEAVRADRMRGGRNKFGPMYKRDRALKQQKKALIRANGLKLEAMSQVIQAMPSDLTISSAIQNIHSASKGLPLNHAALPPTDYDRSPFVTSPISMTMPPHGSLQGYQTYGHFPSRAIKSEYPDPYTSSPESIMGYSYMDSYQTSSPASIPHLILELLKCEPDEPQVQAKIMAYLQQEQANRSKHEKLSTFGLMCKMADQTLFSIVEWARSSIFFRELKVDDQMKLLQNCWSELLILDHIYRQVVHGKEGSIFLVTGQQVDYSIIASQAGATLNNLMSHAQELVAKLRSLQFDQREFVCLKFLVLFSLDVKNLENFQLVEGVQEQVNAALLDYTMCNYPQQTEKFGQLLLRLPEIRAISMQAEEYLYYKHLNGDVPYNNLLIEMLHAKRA
NOD2 RIPK2 PPI: NOD2-RIPK2 binding disruptors in cells, primary screen, fluorescence, CHO cells, BLA complementation. Receptor-interacting serine/threonine-protein kinase 2 (Homo sapiens), O43353. CCF4 ratio. inhibition, % at 4.98 µM. 360,000 tested, 0.38% active; in the data active = inhibition above about 21%;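 also: 0% = vehicle only and 100% = reference blocker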
Target sequence (O43353 whole entry, looked up): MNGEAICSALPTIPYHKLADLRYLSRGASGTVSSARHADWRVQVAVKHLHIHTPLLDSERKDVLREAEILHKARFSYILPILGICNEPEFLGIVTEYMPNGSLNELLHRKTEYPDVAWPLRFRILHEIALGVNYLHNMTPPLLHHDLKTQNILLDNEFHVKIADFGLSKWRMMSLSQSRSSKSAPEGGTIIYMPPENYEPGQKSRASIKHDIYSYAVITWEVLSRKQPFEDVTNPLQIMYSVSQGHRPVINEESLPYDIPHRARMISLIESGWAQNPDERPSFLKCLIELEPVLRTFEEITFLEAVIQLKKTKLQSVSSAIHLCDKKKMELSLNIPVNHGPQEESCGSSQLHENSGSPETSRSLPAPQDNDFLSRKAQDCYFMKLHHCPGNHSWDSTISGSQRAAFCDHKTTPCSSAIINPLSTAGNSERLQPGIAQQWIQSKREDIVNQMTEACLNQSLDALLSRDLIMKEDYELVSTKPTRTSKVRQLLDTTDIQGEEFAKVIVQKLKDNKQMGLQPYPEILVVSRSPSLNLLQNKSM
C8 TRAIL sens: viability loss with TRAIL in NB7+C8 cells, primary screen, TRAIL sensitizer project, cell-based, ATPlite luminescence; AID 624354, 2012; 360,000 tested, 1% active; inhibition (viability loss, TRAIL sensitization), % at 10 µM;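 active = compounds causing at least 50% loss of cell viability in the single-dose screen, relative to plate controls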
SRC2 inh: inhibition of GAL4-SRC2 driven luciferase reporter, primary screen, SRC2 inhibitor project, cell-based, luminescence | HEK293 GAL4-SRC2 luciferase reporter | inhibition, % at 9 µM | 370,000 tested, 0.17% active | AID 651957, 2012;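 active = inhibition above the mean inhibition of all tested compounds plus 3 SD, set per campaign, cut at about 52% in these data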;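 also: 0% = DMSO treated cells and 100% = cells given Gossypol at 36 µM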
LMP1 NFkB inh: EBV LMP1-driven NF-kappaB luciferase reporter inhibitors, primary screen, cell-based, luminescence, single point | 350,000 tested, 0.69% active | LMP1-induced NF-kappaB luciferase reporter cells | AID 504558, 2011 | inhibition, % at 12.5 µM; in the data active = inhibition above about 41%;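 also: 0% = neutral control wells and 100% = reference inhibitor control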
TLR9-MyD88 block: inhibitors of TLR9-MyD88 association in cells, primary screen, cell-based, CHO, BLA complementation, fluorescence; 340,000 tested, 0.21% active; AID 504734, 2011; inhibition, % at 4.98 µM; CCF4 FRET ratio;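 active = inhibition above the mean over all tested compounds plus 3 SD, cut at about 21% in these data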;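 also: 0% = DMSO only wells and 100% = clavulanate BLA inhibitor control wells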
SRC1 inh: SRC1 coactivator transcriptional activity inhibitors, primary screen, cell-based, luminescence; Nuclear receptor coactivator 1 (Homo sapiens), Q15788; HEK293 GAL4-SRC1 luciferase reporter; inhibition, % at 3.6 µM; 360,000 tested, 0.12% active; AID 588354, 2011;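 active = inhibition above the campaign mean plus 3 SD, with each screening campaign given its own cutoff, cut at about 60% in these data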;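 also: 0% = DMSO treated cells and 100% = gossypol at 36 µM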
NR2F2 inh: NR2F2 transcriptional activity inhibitors, primary screen, cell-based, luciferase reporter, HEK293T, luminescence; inhibition, % at 8.6 µM; 370,000 tested, 0.7% active; COUP transcription factor 2 (Homo sapiens), P24468; HEK293T NGFI-A luciferase reporter;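 active = inhibition above a per-plate cutoff, mean inhibition of test wells between control levels plus 3 SD, cut at about 38% in these data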;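 also: cells cotransfected with COUP-TFII expression vector driving the NGFI-A reporter; 0% = median of COUP-TF2 test wells and 100% = reporter-only cells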
TWEAK Fn14 block: inhibitors of TWEAK-Fn14 signaling, primary screen, luciferase reporter cells, uHTS; AID 1159606, 2016; TWEAK-stimulated Fn14 reporter cells, luciferase luminescence, 8 h; 360,000 tested, 2% active; inhibition, % at 10 µM; in the data active = inhibition above about 50%
SRC3 inh: SRC3 coactivator transcriptional activity inhibitors, primary screen, cell-based, luminescence. Nuclear receptor coactivator 3 (Homo sapiens), Q9Y6Q9. HEK293 GAL4-SRC3 luciferase reporter. inhibition, % at 3.6 µM. 360,000 tested, 0.17% active;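 active = inhibition above a per-campaign cutoff, the mean of all compounds plus 3 SD, cut at about 60% in these data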;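 also: 0% = DMSO-treated cells and 100% = gossypol-treated cells at 36 µM; higher means less SRC3-driven luciferase light from the GAL4 reporter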
* marks the source's active call; other numbers are inactive results. These rows are one share of the data (hit frequency here may not be typical).

Screening COc1ccc(NC(=S)N(Cc2cccc(Br)c2)CC2CCC(C(=O)O)CC2)cc1 (centres undefined) returned TROY NFkB inh -10, LRH-1 inv ag 5, NOD2 RIPK2 PPI -4, C8 TRAIL sens -1, SRC2 inh -26, LMP1 NFkB inh -1, TLR9-MyD88 block 2, SRC1 inh -9, NR2F2 inh -7, TWEAK Fn14 block -2 and SRC3 inh 8.
Screening Cc1ccc(C(=O)CCC(=O)Nc2ncccc2C)cc1 returned TROY NFkB inh -19, LRH-1 inv ag 1, NOD2 RIPK2 PPI -29, C8 TRAIL sens 4, SRC2 inh -28, LMP1 NFkB inh -6, TLR9-MyD88 block -4, SRC1 inh -8, NR2F2 inh -7, TWEAK Fn14 block -1 and SRC3 inh -17.
`CCOC(=O)C1=C(C)Nc2nc3ccccc3n2C1c1ccc(O)cc1` (centres undefined) gave TROY NFkB inh 7, LRH-1 inv ag 13, NOD2 RIPK2 PPI -14, C8 TRAIL sens 0, SRC2 inh -42, LMP1 NFkB inh 2, TLR9-MyD88 block -6, SRC1 inh 0, NR2F2 inh 7, TWEAK Fn14 block 20 and SRC3 inh 9.
For S=c1[nH]nc(-c2cccc3ccccc23)n1-c1cccnc1 the results were TROY NFkB inh -12, LRH-1 inv ag -7, NOD2 RIPK2 PPI -12, C8 TRAIL sens -1, SRC2 inh -34, LMP1 NFkB inh -28, SRC1 inh 15, NR2F2 inh -5, TWEAK Fn14 block 1 and SRC3 inh 19.
`Cc1csc(C(=O)NCC(=O)NNC(=O)c2cccc(Cl)c2)c1` gave TROY NFkB inh 15, LRH-1 inv ag 4, NOD2 RIPK2 PPI -5, C8 TRAIL sens -4, SRC2 inh 5, LMP1 NFkB inh -6, TLR9-MyD88 block 1, SRC1 inh 1, NR2F2 inh 11, TWEAK Fn14 block 5 and SRC3 inh 8.
CCn1nc(CC(C)C)cc1C(=O)N1CCCC(Nc2ccc(F)cc2)C1 (centres undefined) was read as TROY NFkB inh 4, LRH-1 inv ag -17, NOD2 RIPK2 PPI 3, C8 TRAIL sens -4, SRC2 inh 19, LMP1 NFkB inh -4, TLR9-MyD88 block -7, SRC1 inh 0, NR2F2 inh 8, TWEAK Fn14 block 12 and SRC3 inh 1.
`Cc1ccc(C)c(NC2=C(Cl)C(=O)OC2OC(=O)c2ccco2)c1` (centres undefined) gave TROY NFkB inh -1, LRH-1 inv ag -11, NOD2 RIPK2 PPI 2, C8 TRAIL sens 2, SRC2 inh 21, LMP1 NFkB inh -1, TLR9-MyD88 block 10, SRC1 inh -3, NR2F2 inh -20, TWEAK Fn14 block 59* and SRC3 inh 3.
Screening O=C(Cc1cccs1)N1CCN=C1SCc1cccc(F)c1 returned TROY NFkB inh -4, LRH-1 inv ag -6, NOD2 RIPK2 PPI 2, C8 TRAIL sens -16, SRC2 inh -23, LMP1 NFkB inh 2, TLR9-MyD88 block -5, SRC1 inh 9, NR2F2 inh 16, TWEAK Fn14 block 81* and SRC3 inh 8.
`COc1ccc(/C=N/NC(=O)c2nnn(-c3nonc3N)c2CN(C)C2CCCCC2)cc1` gave TROY NFkB inh 0, LRH-1 inv ag -7, NOD2 RIPK2 PPI 0, C8 TRAIL sens -5, SRC2 inh -8, LMP1 NFkB inh -2, TLR9-MyD88 block -3, SRC1 inh 6, NR2F2 inh 9, TWEAK Fn14 block -27 and SRC3 inh 0.
For Cc1ccc(S(=O)(=O)N2CCCCC2)cc1C(=O)N(CCc1ccccc1)Cc1ccccc1 the results were TROY NFkB inh 32, LRH-1 inv ag 17, NOD2 RIPK2 PPI -7, C8 TRAIL sens 1, SRC2 inh -4, LMP1 NFkB inh -1, TLR9-MyD88 block -2, SRC1 inh -6, NR2F2 inh 8, TWEAK Fn14 block 0 and SRC3 inh 7.
For Oc1cc(O)c2c(c1)O[C@H](c1ccc(O)c(O)c1)[C@H](O)C2 the results were TROY NFkB inh -15, LRH-1 inv ag 7, NOD2 RIPK2 PPI 5, C8 TRAIL sens -21, SRC2 inh -7, LMP1 NFkB inh 7, TLR9-MyD88 block 6, SRC1 inh -24, NR2F2 inh 4, TWEAK Fn14 block 18 and SRC3 inh 1.
For O=C1C2C3C=CC(C3=C(c3ccccc3)c3ccccc3)C2C(=O)N1CCO (centres undefined) the results were TROY NFkB inh -22, LRH-1 inv ag -1, NOD2 RIPK2 PPI 2, C8 TRAIL sens 2, SRC2 inh 16, LMP1 NFkB inh -5, TLR9-MyD88 block -3, SRC1 inh 1, NR2F2 inh 15, TWEAK Fn14 block -3 and SRC3 inh 21.
`O=C(N/N=C/c1ccc([N+](=O)[O-])cc1)c1c[nH]c2ccccc12` gave TROY NFkB inh -17, LRH-1 inv ag -64, NOD2 RIPK2 PPI -12, C8 TRAIL sens 11, SRC2 inh -27, LMP1 NFkB inh -37, TLR9-MyD88 block 2, SRC1 inh -24, NR2F2 inh -27, TWEAK Fn14 block -40 and SRC3 inh -9.
`COc1ccc([N+](=O)[O-])cc1NS(=O)(=O)c1cccc(C(=O)O)c1` gave TROY NFkB inh -1, LRH-1 inv ag 0, NOD2 RIPK2 PPI -9, C8 TRAIL sens -6, SRC2 inh 5, LMP1 NFkB inh -9, TLR9-MyD88 block -48, SRC1 inh 12, NR2F2 inh 3, TWEAK Fn14 block -1 and SRC3 inh 5.
Screening CC(C(=O)Nc1ccc(S(=O)(=O)Nc2ncccn2)cc1)N1C(=O)c2ccccc2S1(=O)=O (centres undefined) returned TROY NFkB inh -17, LRH-1 inv ag -14, NOD2 RIPK2 PPI -17, C8 TRAIL sens -14, SRC2 inh -10, LMP1 NFkB inh 0, TLR9-MyD88 block -5, SRC1 inh -3, NR2F2 inh -5, TWEAK Fn14 block -10 and SRC3 inh -15.
Screening CCOc1ccc(S(=O)(=O)NCCC(=O)NCc2ccc(OC)c(OC)c2)cc1 returned TROY NFkB inh 2, LRH-1 inv ag -1, NOD2 RIPK2 PPI 14, C8 TRAIL sens -15, SRC2 inh 8, LMP1 NFkB inh 1, TLR9-MyD88 block 1, SRC1 inh -1, NR2F2 inh -8, TWEAK Fn14 block -6 and SRC3 inh 6.
Screening Cc1ccc(-n2nnc3c(SCC(=O)NCc4ccco4)ncnc32)cc1 returned TROY NFkB inh 8, LRH-1 inv ag 20, NOD2 RIPK2 PPI -5, C8 TRAIL sens 25, SRC2 inh 2, LMP1 NFkB inh -3, TLR9-MyD88 block -1, SRC1 inh -5, NR2F2 inh 9, TWEAK Fn14 block 22 and SRC3 inh -11.
Screening COc1cccc(S(=O)(=O)NC2CCN(C#N)C2)c1 (centres undefined) returned TROY NFkB inh -7, LRH-1 inv ag 7, NOD2 RIPK2 PPI -6, C8 TRAIL sens -15, SRC2 inh -2, LMP1 NFkB inh 2, TLR9-MyD88 block -9, SRC1 inh -8, NR2F2 inh -2, TWEAK Fn14 block 7 and SRC3 inh -2.
For CC1C2CC(C/C2=N/NC(=O)c2cccs2)C1(C)C (centres undefined) the results were TROY NFkB inh -23, LRH-1 inv ag -177, NOD2 RIPK2 PPI -11, C8 TRAIL sens 4, SRC2 inh -60, LMP1 NFkB inh -14, TLR9-MyD88 block -1, SRC1 inh -76, NR2F2 inh -53, TWEAK Fn14 block -24 and SRC3 inh -65.
Screening NS(=O)(=O)c1ccc(CCNC(=O)Cc2ccc(S(=O)(=O)N3CCCC3)s2)cc1 returned TROY NFkB inh -6, LRH-1 inv ag 9, NOD2 RIPK2 PPI -14, C8 TRAIL sens 10, SRC2 inh 0, LMP1 NFkB inh -10, TLR9-MyD88 block 8, SRC1 inh 8, NR2F2 inh -4, TWEAK Fn14 block -13 and SRC3 inh 14.
Screening CN(C)CCn1c(=S)[nH]c2ccc(Cl)cc2c1=O returned TROY NFkB inh 12, LRH-1 inv ag -1, NOD2 RIPK2 PPI -10, C8 TRAIL sens -23, SRC2 inh -25, LMP1 NFkB inh 4, TLR9-MyD88 block -7, SRC1 inh 11, NR2F2 inh 8, TWEAK Fn14 block -3 and SRC3 inh 24.
Cc1ccc(C(=O)NCc2ccncc2)cc1S(=O)(=O)N1CCOCC1 was read as TROY NFkB inh -10, LRH-1 inv ag -9, NOD2 RIPK2 PPI 10, C8 TRAIL sens 6, SRC2 inh 29, LMP1 NFkB inh -4, TLR9-MyD88 block 2, SRC1 inh -6, NR2F2 inh -9, TWEAK Fn14 block -3 and SRC3 inh -7.
`ONC(=Nc1cccc(C(F)(F)F)c1)c1cccnc1` gave TROY NFkB inh 8, LRH-1 inv ag -22, NOD2 RIPK2 PPI -1, C8 TRAIL sens -2, SRC2 inh 11, LMP1 NFkB inh -5, TLR9-MyD88 block -16, SRC1 inh -4, NR2F2 inh 10, TWEAK Fn14 block 5 and SRC3 inh 6.
Screening CC(O)CNc1nc2c(c(=O)n(C)c(=O)n2C)n1Cc1cccc(C(F)(F)F)c1 (centres undefined) returned TROY NFkB inh 3, LRH-1 inv ag 15, NOD2 RIPK2 PPI -8, C8 TRAIL sens 9, SRC2 inh -4, LMP1 NFkB inh 13, TLR9-MyD88 block -5, SRC1 inh 7, NR2F2 inh -10, TWEAK Fn14 block 2 and SRC3 inh -4.
Screening O=C(Cc1n[nH]c(=O)c2ccccc12)NCc1ccccc1 returned TROY NFkB inh -1, LRH-1 inv ag -11, NOD2 RIPK2 PPI -3, C8 TRAIL sens 9, SRC2 inh -10, LMP1 NFkB inh -3, SRC1 inh 4, NR2F2 inh 12, TWEAK Fn14 block 7 and SRC3 inh -18.
Screening Nc1nnc(CSCc2ccc(Cl)cc2Cl)s1 returned TROY NFkB inh 4, LRH-1 inv ag -4, NOD2 RIPK2 PPI -7, C8 TRAIL sens -11, SRC2 inh 1, LMP1 NFkB inh 1, TLR9-MyD88 block -9, SRC1 inh -12, NR2F2 inh -5, TWEAK Fn14 block -15 and SRC3 inh -4.

2 neighbouring compounds from above, for reference:
Screening O=C(Cc1n[nH]c(=O)c2ccccc12)NCc1ccccc1 returned TROY NFkB inh -1, LRH-1 inv ag -11, NOD2 RIPK2 PPI -3, C8 TRAIL sens 9, SRC2 inh -10, LMP1 NFkB inh -3, SRC1 inh 4, NR2F2 inh 12, TWEAK Fn14 block 7 and SRC3 inh -18.
Screening Nc1nnc(CSCc2ccc(Cl)cc2Cl)s1 returned TROY NFkB inh 4, LRH-1 inv ag -4, NOD2 RIPK2 PPI -7, C8 TRAIL sens -11, SRC2 inh 1, LMP1 NFkB inh 1, TLR9-MyD88 block -9, SRC1 inh -12, NR2F2 inh -5, TWEAK Fn14 block -15 and SRC3 inh -4.

Bioassay records as filed in PubChem BioAssay.
